# M1 PAM – potentiates human M1 receptor response to acetylcholine; CHO-K1 hM1, Fluo-8 calcium fluorescence, ACh EC20; 0% = ACh EC20, 100% = maximal ACh; activation, % at 3 µM; actives 0.088% (n = 360,000); in the data active = activation above about 19%, passing the limit was not always enough
# Target sequence (P11229 whole entry, looked up): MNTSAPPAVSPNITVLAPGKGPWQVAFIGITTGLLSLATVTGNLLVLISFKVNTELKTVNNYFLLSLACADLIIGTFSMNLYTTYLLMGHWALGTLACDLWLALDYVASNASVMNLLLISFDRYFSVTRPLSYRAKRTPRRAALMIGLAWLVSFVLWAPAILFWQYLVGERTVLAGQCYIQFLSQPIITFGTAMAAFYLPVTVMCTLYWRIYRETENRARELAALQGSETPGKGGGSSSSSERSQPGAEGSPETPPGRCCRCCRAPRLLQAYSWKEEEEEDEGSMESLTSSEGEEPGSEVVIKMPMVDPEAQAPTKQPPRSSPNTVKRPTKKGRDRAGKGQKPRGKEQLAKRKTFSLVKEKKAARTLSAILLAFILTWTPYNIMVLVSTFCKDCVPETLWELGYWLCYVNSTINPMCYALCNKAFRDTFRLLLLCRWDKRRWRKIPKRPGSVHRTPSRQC
# V1R ag counter – counter-screen for oxytocin receptor agonists: human V1a receptor agonists; actives 0.25% (n = 320,000); CHO-V1R cells, Fluo-8 calcium fluorescence, agonist mode; 0% DMSO, 100% 3 nM vasopressin; P37288; activation, % at 3 µM;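 active = activation above the mean activation of all tested compounds plus 3 SD, per screening run, cut at about 20% in these data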;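 also: signal is peak over basal fluorescence ratio across a 100 second FLIPR read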
# Target sequence (P37288 whole entry, looked up): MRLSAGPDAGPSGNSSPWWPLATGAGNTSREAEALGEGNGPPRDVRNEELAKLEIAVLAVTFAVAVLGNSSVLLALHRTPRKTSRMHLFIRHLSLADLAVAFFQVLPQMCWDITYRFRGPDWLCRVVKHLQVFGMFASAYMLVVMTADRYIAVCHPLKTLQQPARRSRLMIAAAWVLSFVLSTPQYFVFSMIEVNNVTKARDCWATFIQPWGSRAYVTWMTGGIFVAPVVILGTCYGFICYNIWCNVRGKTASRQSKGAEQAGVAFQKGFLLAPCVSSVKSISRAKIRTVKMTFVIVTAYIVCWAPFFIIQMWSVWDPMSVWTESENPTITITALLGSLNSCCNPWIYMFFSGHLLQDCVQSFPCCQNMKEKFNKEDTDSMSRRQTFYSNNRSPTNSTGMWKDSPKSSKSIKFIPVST
# OXTR ag – agonists of human oxytocin receptor. actives 0.32% (n = 320,000). activation, % at 3 µM. CHO-OTR cells, Fluo-8 calcium fluorescence; normalized: DMSO 0%, oxytocin 100%. AID 2435;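 active = activation above the mean of all tested compounds plus 3 SD, cutoff set per screening run, cut at about 20% in these data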;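 also: peak over basal fluorescence ratio from a 100 s FLIPR kinetic read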
# TAAR1 agonist – agonists of human TAAR1; AID 624467; actives 0.99% (n = 360,000); Q96RJ0; activation, % at 3 µM; CHO RD-HGA16 TAAR1, Fluo-8 calcium fluorescence; vehicle wells 0%, saturating PEA agonist 100%;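 active = activation above the mean activation of all test compounds in the run plus 3 SD, cut at about 38% in these data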
#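 Assay system – CHO-derived RD-HGA16 cells with stable Gα16 and human TAAR1 · Compound dosing – one-point dosing at 3 µM (nominal) · Incubation – 17-24 h seeding, 75 min 37 °C dye, 30 min RT · Measured by – kinetic Fluo-8 calcium fluorescence · Control set – DMSO vehicle as 0%, PEA at EC100 as 100% · Repeats – single well for each compound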
# M1 antag – blocks human M1 muscarinic receptor. P11229. CHO-K1 hM1, Fluo-8 calcium fluorescence, ACh EC80 antagonist. inhibition, % at 3 µM. actives 1.3% (n = 360,000). AID 588852;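 active = percent inhibition above its own plate's cutoff, namely the mean of that plate's compound wells plus 3 SD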;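 also: peak over basal fluorescence ratio during 140 s after agonist addition; 0% = ACh EC80 plus DMSO and 100% = DMSO alone without agonist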
# OXTR potentiate – potentiators of human oxytocin receptor; activation, % at 3 µM; actives 0.061% (n = 320,000); CHO-OTR cells, Fluo-8 calcium fluorescence, potentiator mode; 0% = oxytocin EC15, 100% = EC100;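 active = activation above that plate's cutoff, the mean activation of tested compounds plus 3 SD, cut at about 6.6% in these data, passing the limit was not always enough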;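 also: 100% uses oxytocin at 75 nM as the full agonist control; some results filed as inactive read as strong as hits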
#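 Material: CHO-OTR cells, human receptor; compound dosing: single dose, 3.0 µM nominal final compound concentration; schedule: 6 min compound pre-incubation at room temperature, 100 s kinetic read; measured by: kinetic Fluo-8 calcium fluorescence; read-out basis: % activation vs EC15 and EC100 oxytocin; controls: EC15 oxytocin alone as 0%, 75 nM oxytocin as 100%; replicates: singlicate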
# TAAR1 antagonist – antagonists of human TAAR1; inhibition, % at 3 µM; Q96RJ0; CHO RD-HGA16 TAAR1, Fluo-8 calcium fluorescence, antagonist; actives 1.5% (n = 360,000);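 active = inhibition above a per-plate cutoff, the mean inhibition of test compounds on that plate plus 3 SD, cut at about 49% in these data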;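 also: 0% = DMSO plus EC80 beta-PEA response and 100% = DMSO alone without agonist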
#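 Test system – hTAAR1-expressing CHO RD-HGA16 cells, Gα16-coupled · Reagent – β-PEA at EC80 concentration, post-compound challenge · Compound dosing – 3 µM, single point · Timing – 140 s kinetic read after compound, 140 s after agonist · Detection – Fluo-8 intracellular calcium dye fluorescence, real-time kinetic reads · Control set – DMSO and EC80 PEA controls · Repeats – n of 1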
# CHO parental Ca – counter-screen for OX1R antagonists: effect in parental CHO cells | parental CHO-K1, ATP-induced calcium, Fluo-8 fluorescence | inhibition, % at 5.6 µM | actives 0.63% (n = 330,000) | AID 463079;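 active = inhibition above that plate's mean sample inhibition plus 3 SD, cut at about 26% in these data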;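 also: 0% = ATP-challenged DMSO wells and 100% = DMSO wells without ATP; some compounds past the cut are filed as inactive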
#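 Material: parental CHO cells / Compound: single nominal dose of 5.6 µM per compound / Signal: Fluo-8 fluorescence / Replicates: singlicate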
# M1 ag – agonists of human M1 muscarinic receptor | activation, % at 3 µM | actives 0.33% (n = 360,000) | P11229 | CHO-K1 hM1, Fluo-8 calcium fluorescence, agonist mode; 0% DMSO, 100% acetylcholine EC100;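 active = activation above the run's mean compound activation plus 3 SD, cut at about 16% in these data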;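 also: peak over basal fluorescence ratio within a 140 s kinetic read after compound addition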
# Numbers without * were called inactive; nt = not tested or not shown.
# Sample of the layout (5 entries):
1) C=C[C@@H]1c2cc(C)ccc2N(S(=O)(=O)c2ccc(C)cc2)[C@H](c2ccccc2)C1(C#N)S(=O)(=O)c1ccccc1 (some centres not stated)
2) COc1cc(/C=C/C(=O)NC(C)C)ccc1OCc1ccccc1
3) CC1CN(S(=O)(=O)c2ccc(C(=O)Nc3nnc(-c4ccc5c(c4)CCCC5)o3)cc2)CC(C)O1 (configuration not stated)
4) O=[N+]([O-])c1cc(S(=O)(=O)N2CCCCCC2)ccc1Cl
5) COc1cc(-c2noc(C)c2C(=O)NCCCn2ccnc2)cc(OC)c1OC

screen / no.,1,2,3,4,5
M1 ag,-4,-8,-3,-12,-4
TAAR1 antagonist,10,12,16,3,-6
OXTR ag,2.4,-1.7,-1.6,nt,0.1
M1 antag,-4,-3,8,-1,14
V1R ag counter,3.3,0.3,0.0,nt,0.6
CHO parental Ca,-18,-10,-9,nt,5
TAAR1 agonist,6,0,1,0,15
OXTR potentiate,1,-5,2,nt,3
M1 PAM,2,6,-4,0,-2

# The list itself, from the start:
1) C=C[C@@H]1c2cc(C)ccc2N(S(=O)(=O)c2ccc(C)cc2)[C@H](c2ccccc2)C1(C#N)S(=O)(=O)c1ccccc1 (some centres not stated)
2) COc1cc(/C=C/C(=O)NC(C)C)ccc1OCc1ccccc1
3) CC1CN(S(=O)(=O)c2ccc(C(=O)Nc3nnc(-c4ccc5c(c4)CCCC5)o3)cc2)CC(C)O1 (configuration not stated)
4) O=[N+]([O-])c1cc(S(=O)(=O)N2CCCCCC2)ccc1Cl
5) COc1cc(-c2noc(C)c2C(=O)NCCCn2ccnc2)cc(OC)c1OC
6) O=C(NCc1ccco1)c1ccc2c(c1)C(=O)c1ccccc1-2

screen / no.,1,2,3,4,5,6
M1 ag,-4,-8,-3,-12,-4,-6
TAAR1 antagonist,10,12,16,3,-6,14
OXTR ag,2.4,-1.7,-1.6,nt,0.1,0.0
M1 antag,-4,-3,8,-1,14,8
V1R ag counter,3.3,0.3,0.0,nt,0.6,-0.9
CHO parental Ca,-18,-10,-9,nt,5,-12
TAAR1 agonist,6,0,1,0,15,14
OXTR potentiate,1,-5,2,nt,3,-6
M1 PAM,2,6,-4,0,-2,-7

7) COCOc1cccc(CN2CCC(C)(Oc3ccc(SC)cc3)C2)c1 (configuration not stated)
8) CCOC(=O)c1ccc(NC(=O)CSc2ccc(-c3ccncc3)nn2)cc1
9) CC(=O)c1ccccc1OCCn1nnc(-c2ccc(C)cc2)n1
10) O=C(/C=C/c1ccccc1[N+](=O)[O-])Nc1cc(S(=O)(=O)N2CCOCC2)ccc1N1CCOCC1
11) CC(C)(C)c1ccc(-c2nnc(SC3CCOC3=O)n2Cc2ccccc2)cc1 (configuration not stated)
12) COCCN(C(=O)COC(=O)C(c1ccccc1)c1ccccc1)c1c(N)n(Cc2ccccc2)c(=O)[nH]c1=O

screen / no.,7,8,9,10,11,12
M1 ag,-6,-6,-3,-2,6,-3
TAAR1 antagonist,-22,-7,5,-11,5,-1
OXTR ag,nt,-0.1,2.7,nt,-2.1,-0.8
M1 antag,-1,5,-8,7,0,-13
V1R ag counter,nt,1.1,2.5,nt,-1.9,-0.9
CHO parental Ca,nt,0,5,nt,-8,-11
TAAR1 agonist,4,0,3,2,-1,4
OXTR potentiate,nt,-7,-5,nt,-7,-11
M1 PAM,-10,-4,7,0,5,12

13) O=C(Nc1ccccc1-c1nc2ccccc2s1)c1ccc(Br)o1
14) CCOC(=O)N1CCN(CC(=O)c2ccc3c(c2)CCN3)CC1
15) COC(=O)/C=C1\N/C(=N\c2nc(C)cc(C)n2)N(c2ccc(Cl)cc2)C1=O
16) CCc1nc2c(OCc3cc(Cl)cc(Cl)c3)cccn2c1N(C)C(=O)c1cccc(OC)c1
17) Cc1ccc(NC(=O)c2ncn(CC(=O)NCC(C)c3ccccc3)n2)cc1C (configuration not stated)
18) COc1ccc(-c2nnc(SCC(=O)Nc3ncc(C)s3)n2-c2ccccc2)cc1OC

screen / no.,13,14,15,16,17,18
M1 ag,2,3,0,-7,-1,-1
TAAR1 antagonist,3,nt,-13,20,-26,-4
OXTR ag,0.5,1.5,-0.6,nt,nt,-2.5
M1 antag,-5,-7,4,0,-14,-1
V1R ag counter,0.4,1.6,1.1,nt,nt,-0.1
CHO parental Ca,-3,-18,-17,nt,-15,-20
TAAR1 agonist,17,nt,5,0,13,2
OXTR potentiate,-2,-2,2,nt,nt,-3
M1 PAM,2,3,3,-16,9,4

19) O=c1[nH]c2cc3c(cc2cc1CN(CCCO)Cc1nnnn1Cc1ccc(F)cc1)OCO3
20) NC(=O)c1ccccc1OCc1nc2ccccc2s1
21) COC(=O)CCCC1=CC2=CC(=O)C(C)(OC(=O)c3cccs3)C(=O)C2=CN1C1CCCC1 (configuration not stated)
22) CC(=O)Oc1ccc(C(=O)[C@H]2[C@H]3C(=O)N(c4ccccc4)C(=O)[C@H]3[C@@H]3C=CC=NN32)cc1
23) O=C(NNC1=Nc2ccccc2SC1)c1ccc(Cl)cc1
24) CCc1ccccc1NC(=O)CN1C(=O)C2CCCN2c2ncc(Cl)cc21 (configuration not stated)

screen / no.,19,20,21,22,23,24
M1 ag,-4,-2,-6,-5,5,-5
TAAR1 antagonist,0,-11,8,-5,-30,0
OXTR ag,1.3,0.5,-0.3,0.1,3.7,-0.9
M1 antag,-11,1,2,-6,-3,11
V1R ag counter,-0.1,0.5,-0.8,1.2,7.5,-0.9
CHO parental Ca,-8,-5,-25,6,6,-28
TAAR1 agonist,5,5,6,1,4,13
OXTR potentiate,-2,-7,-9,-12,-10,-15
M1 PAM,11,-5,-3,10,11,-6

# Individual results from above:
# Reading for compound 22 under OXTR ag: 0.1
# Reading for compound 24 under CHO parental Ca: -28
# Reading for compound 19 under CHO parental Ca: -8
# Reading for compound 21 under TAAR1 agonist: 6

# Next part:
25) O=S(=O)(Nc1cccc(-c2ccc3nncn3n2)c1)c1cccc(F)c1
26) CC(=O)c1ccc(NC(=O)Nc2cccnc2)cc1
27) COc1ccc(C(=O)Oc2ccc3oc(=O)sc3c2)cc1
28) CCCCCCOc1ccc(C(=O)O)cc1C#N
29) Cc1cc(NS(=O)(=O)c2ccc(NC(=S)NC(=O)c3ccncc3)cc2)no1
30) S=C(NCc1ccco1)Nc1ccc2c(c1)OCCO2

screen / no.,25,26,27,28,29,30
M1 ag,-5,0,-6,1,-3,-6
TAAR1 antagonist,-10,-21,4,-13,-12,-14
OXTR ag,1.1,nt,-0.1,2.0,0.0,-0.1
M1 antag,-15,13,12,-7,-3,10
V1R ag counter,0.0,nt,-0.5,2.0,0.1,0.8
CHO parental Ca,0,nt,57*,-1,-9,-8
TAAR1 agonist,1,8,6,10,-1,6
OXTR potentiate,-3,nt,-2,-5,-1,-3
M1 PAM,12,-5,-3,12,2,-5

31) COC(=O)c1c(NC(NC(=O)C(C)C)C(Cl)(Cl)Cl)sc2c1CCCC2 (configuration not stated)
32) CC(C)(C)c1cc(NC(=O)COC(=O)c2nccnc2N)n(-c2ccccc2)n1
33) COc1ccc(NCC(=O)Nc2cccc(S(=O)(=O)N3CCCC3)c2)cc1Cl
34) O=C(Cn1nnc(-c2ccccc2)n1)Nc1ccc2c(c1)OCO2
35) COc1ccc(C2C(C(C)=O)=C(O)C(=O)N2CCc2ccccc2)c(OC)c1 (configuration not stated)
36) COc1ccc(-c2csc3ncnc(Nc4ccc(O)cc4)c23)cc1

screen / no.,31,32,33,34,35,36
M1 ag,-6,-1,1,-1,-1,-3
TAAR1 antagonist,3,-14,-20,21,-2,-12
OXTR ag,-1.7,0.4,14,2.9,0.0,0.6
M1 antag,2,-5,-5,-12,1,-11
V1R ag counter,-0.6,-0.7,7.6,1.8,-0.3,0.1
CHO parental Ca,-15,13,-8,4,-17,-15
TAAR1 agonist,-2,1,1,42*,6,-1
OXTR potentiate,-5,1,-12,-7,-5,2
M1 PAM,-2,7,2,10,9,6

37) CCOC(=O)C1(C)Oc2ccc(S(=O)(=O)CC)cc2NC1=O (configuration not stated)
38) COc1cccc(/C=C/C(=O)OCC(=O)NCc2ccc(Cl)cc2)c1
39) O=C(NCc1ccco1)C(=S)N1CCCC1
40) COc1ccc(OCC(=O)N(Cc2ccc(C)o2)C2CCS(=O)(=O)C2)cc1 (configuration not stated)
41) Cc1nnc(SCC(=O)Nc2ccccc2F)n1Cc1ccco1
42) CCc1ccc(/C=C2\CN(CC)Cc3c2nc2ccccc2c3C(=O)O)cc1

screen / no.,37,38,39,40,41,42
M1 ag,-4,-6,-4,1,-3,-6
TAAR1 antagonist,-32,3,4,-19,-4,-6
OXTR ag,1.4,-0.9,0.7,0.6,-0.5,0.9
M1 antag,12,-7,0,-4,-17,-5
V1R ag counter,0.6,0.5,-0.1,0.1,0.6,0.4
CHO parental Ca,8,-24,8,-8,3,-10
TAAR1 agonist,0,8,1,1,4,11
OXTR potentiate,-6,-14,-9,-9,-6,5
M1 PAM,-6,10,2,5,10,5

43) Cc1nc(NC(=O)COC(=O)C2CC3CCCC(C2)C3=O)c(Cl)cc1Cl (configuration not stated)
44) Cc1cc(NS(C)(=O)=O)c(=O)n(Cc2c(F)cccc2Cl)c1
45) COc1cc(NC(=O)c2cccc(Cl)c2)ccc1NC(=O)c1cccs1
46) O=C(NCc1cccs1)C1CC(O)CN1C(=O)Nc1ccccc1 (configuration not stated)
47) COc1ccccc1CCNC(=O)C(=O)NCC1OCCN1S(=O)(=O)c1cc(F)ccc1F (configuration not stated)

screen / no.,43,44,45,46,47
M1 ag,-3,-3,-2,2,-2
TAAR1 antagonist,-2,-23,22,1,-2
OXTR ag,0.9,0.5,-1.9,1.0,0.4
M1 antag,-1,-9,-2,0,-11
V1R ag counter,0.4,0.0,0.8,1.1,0.7
CHO parental Ca,-12,0,-22,3,-14
TAAR1 agonist,4,2,11,0,38*
OXTR potentiate,1,2,1,-12,-3
M1 PAM,0,4,2,12,6

# Pulled by structure from the entries so far (2):
43) Cc1nc(NC(=O)COC(=O)C2CC3CCCC(C2)C3=O)c(Cl)cc1Cl (configuration not stated)
47) COc1ccccc1CCNC(=O)C(=O)NCC1OCCN1S(=O)(=O)c1cc(F)ccc1F (configuration not stated)

screen / no.,43,47
M1 ag,-3,-2
TAAR1 antagonist,-2,-2
OXTR ag,0.9,0.4
M1 antag,-1,-11
V1R ag counter,0.4,0.7
CHO parental Ca,-12,-14
TAAR1 agonist,4,38*
OXTR potentiate,1,-3
M1 PAM,0,6
